Compound activity from PubChem BioAssay.
Rpn11 inh: Rpn11 (human) deubiquitinase inhibition. human 26S proteasome, Ub4-pepOG fluorescence polarization; 20S core pre-blocked with epoxomicin. calls only at 20 µM. hit rate 0.59% among 360,000. O00487;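 active = inhibition at 20 µM, scaled to each plate's controls, above about 33%, limit read from the data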
Target sequence (O00487 whole entry, looked up): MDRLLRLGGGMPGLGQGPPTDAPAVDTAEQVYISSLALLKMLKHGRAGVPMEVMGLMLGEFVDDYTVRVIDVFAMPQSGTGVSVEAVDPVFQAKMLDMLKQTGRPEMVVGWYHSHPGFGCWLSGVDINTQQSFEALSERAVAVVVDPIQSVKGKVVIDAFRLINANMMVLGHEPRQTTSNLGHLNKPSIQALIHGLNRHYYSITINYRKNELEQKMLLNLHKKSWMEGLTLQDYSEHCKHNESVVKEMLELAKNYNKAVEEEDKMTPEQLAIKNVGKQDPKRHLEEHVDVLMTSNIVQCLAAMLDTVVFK
Neddylation inh: blocks human cullin neddylation; P61081+Q13564; AID 651699; hit rate 0.58% among 360,000; calls only at 25 µM; TR-FRET cullin neddylation, biochemical; in the data active = inhibition above about 36%
Target sequence (P61081 whole entry, looked up): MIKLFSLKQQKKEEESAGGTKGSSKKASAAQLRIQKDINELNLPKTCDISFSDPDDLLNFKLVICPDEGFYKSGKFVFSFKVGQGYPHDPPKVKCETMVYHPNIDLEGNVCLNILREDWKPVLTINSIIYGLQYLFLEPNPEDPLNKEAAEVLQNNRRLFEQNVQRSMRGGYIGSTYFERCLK
Target sequence (Q13564 whole entry, looked up): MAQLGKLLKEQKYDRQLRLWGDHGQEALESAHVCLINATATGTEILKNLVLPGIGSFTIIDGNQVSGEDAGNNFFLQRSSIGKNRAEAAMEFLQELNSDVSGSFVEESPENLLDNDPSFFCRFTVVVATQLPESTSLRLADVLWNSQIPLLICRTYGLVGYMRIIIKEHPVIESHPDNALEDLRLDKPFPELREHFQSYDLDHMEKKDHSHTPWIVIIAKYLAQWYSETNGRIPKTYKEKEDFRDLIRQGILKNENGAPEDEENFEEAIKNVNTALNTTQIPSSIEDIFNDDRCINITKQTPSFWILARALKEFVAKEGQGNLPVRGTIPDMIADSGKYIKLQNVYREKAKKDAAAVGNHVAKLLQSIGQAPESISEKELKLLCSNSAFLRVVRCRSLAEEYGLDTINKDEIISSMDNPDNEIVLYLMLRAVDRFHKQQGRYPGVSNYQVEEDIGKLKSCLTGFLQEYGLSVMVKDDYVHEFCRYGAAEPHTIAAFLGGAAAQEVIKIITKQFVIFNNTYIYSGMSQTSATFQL
SKN-1 inh: blocks SKN-1 activity in C. elegans. C. elegans VP596 Pgst-4::GFP/RFP ratio, acrylamide-induced, 24 h. hit rate 0.49% among 360,000. inhibition, % at 21.8 µM;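 active = interference check ratio from 0.5 to 1.5 plus GFP to RFP signal ratio inhibition reaching or exceeding a fixed threshold, cut at about 30% in these data, passing the limit was not always enough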; note: some compounds called inactive have numbers as strong as hits
Rin1 Abl inh: inhibitors of human Rin1-Abl protein interaction; TR-FRET Rin1/Abl binding, biochemical; AID 588664; hit rate 0.4% among 360,000; inhibition, % at 7.35 µM; in the data active = inhibition above about 5%, passing the limit was not always enough
MLLE-PAM2 inh: inhibitors of microRNA-mediated deadenylation, human PABP1 MLLE binding; P11940; hit rate 0.36% among 360,000; inhibition, % at 20 µM; AID 588489; GST-MLLE / FITC-PAM2 fluorescence polarization; in the data active = inhibition above about 35%, passing the limit was not always enough;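 note: plate controls were DMSO wells with GST-MLLE for no effect and wells lacking GST-MLLE protein for full effect; some results filed as inactive read as strong as hits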
CSN inh: inhibitors of human CSN-mediated cullin deneddylation. Purified CSN, SCF-Nedd8-OG deneddylation, fluorescence polarization. inhibition, % at 12.5 µM. hit rate 0.38% among 360,000. AID 651999;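 active = pattern-corrected inhibition above about 35%, with an unprinted fluorescence ratio check between 0.5 and 1.5, limit read from the data, passing the limit was not always enough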;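 note: 0% = enzyme with substrate and 100% = substrate without enzyme; some results filed as inactive read as strong as hits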
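Assay system: purified human Csn5 enzyme expressed in HEK293T cells; Input: 0.24 nM Csn5 enzyme, final concentration; Reagent: 10 nM SCFSkp2-Nedd8OG; Compound dosing: 12.5 µM single point; Times: reaction 90 min, room temperature; Technique: fluorescence polarization readout.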
MT1-MMP act inh: inhibitors of human MT1-MMP activation; P50281; HT1080 RFP-PRO-GFP cells, GFP/RFP ratio fluorescence, overnight; percent of plate control window, DMSO zero; GFP/RFP ratio change, % at 20 µM; hit rate 0.061% among 360,000;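 active = GFP/RFP ratio change of at least 30% with cell ATP level not reduced by more than half and red fluorescence within 50% of control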; note: strong numbers were not always called active
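Assay system – RFP-PRO-GFP reporter HT1080 cells · Compound dosing – single dose of 20 µM compound, 1% DMSO final · Incubation – overnight compound exposure at 37 °C · Measure – GFP/RFP fluorescence ratio · Benchmarks – DMSO wells and RFP-L50D-GFP cells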
FAS-TE inh: FAS thioesterase (human) inhibition; P49327; recombinant FAS-TE, OMFH fluorogenic substrate, fluorescence endpoint; hit rate 0.67% among 360,000; AID 602261; inhibition, % at 15 µM;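 active = compounds whose normalised, plate-corrected inhibition of enzyme fluorescence in the single-dose primary screen is 50% or more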;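 note: 0% = DMSO with enzyme and 100% = substrate without enzyme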
NadD block: blocks S. aureus nicotinate mononucleotide adenylyltransferase | inhibition, % at 20 µM | hit rate 0.78% among 360,000 | purified NadD enzyme, colorimetric absorbance read-out; in the data active = inhibition above about 26%; note: some compounds past the cut are filed as inactive
An asterisk follows results filed as active; i = inactive; / = not tested or not shown; & = joins results of further samples; ! = not active in a repeat.

SMILES	Rpn11 inh	Neddylation inh	SKN-1 inh	Rin1 Abl inh	MLLE-PAM2 inh	CSN inh	MT1-MMP act inh	FAS-TE inh	NadD block
CN1CCN(CCCNC(=O)c2ccc(/C=C3\Oc4ccccc4N(Cc4ccc(Cl)cc4)C3=O)cc2)CC1	i	/	-6	-1	17	119*	2	-39	7
C[C@H](NC(=O)c1[nH]cnc1C(=O)Nc1ccc(Cl)cc1)C(=O)OC(C)(C)C	i	i	36*	1	-8	0	5	20	5
O=C(NNS(=O)(=O)c1ccccc1F)c1ccccc1-n1cccc1	i	i	12	-3	-6	-3	-2	-8	-1
COc1ccc(NS(=O)(=O)c2ccc(Oc3c(C#N)cccc3C#N)cc2)cc1	i	i	-4	-2	-4	-6	3	26	-9
FC(F)(F)c1cccc(-n2cccc2/C=N/n2cnnc2)c1	i	i	0	1	-92	2	1	-6	4
O=C(c1ccc(-c2ccccc2)cc1)N1CCC(C(=O)N2CCCC2)CC1	i	i	3	-2	8	1	-1	-5	-5
CC(=O)Nc1ccc(NC(=O)CN(c2ccc(F)cc2)S(=O)(=O)c2ccc3c(c2)OCCO3)cc1	i	i	48	-3	-9	-3	0	4	-2
COc1ccc(NC(=O)CN2CCCCC2)cc1	i	i	16	3	-3	4	1	-6	1
O=C(O)CN(c1ccccc1)C1SC(=O)NC1=O (stereo not given)	i	i	-12	0	3	0	1	-3	-2
CC(C)N(Cc1ccccc1)C(=O)COc1ccccc1	i	i	-6	1	-6	0	-3	-3	3
Cn1c(=O)[nH]c2ncccc21	i	i	-8	-2	3	-1	1	-10	3
Cc1ccc(OCC(=O)Nc2ccc3oc(=O)ccc3c2)c(C)c1	i	i	1	0	-8	-1	1	10	-3
COc1cc(NC(=O)CSc2nncn2C)cc(OC)c1OC	i	i	7	4	-6	7	0	-4	5
Cc1cc(OCc2cc(C(=O)N(C)C(C)c3ccccn3)no2)cc(C)c1Cl (stereo not given)	i	i	0	2	-14	0	0	18	2
COc1ccc(OCCCCOc2ccccc2Cl)cc1	i	i	21	-1	3	0	3	31	2
N#Cc1ccc(Oc2ccc(-c3nc4ccccc4nc3-c3ccccc3)cc2)cc1C#N	i	i	14	1	-1	-2	-8	70*	-2
CSC(=NCCCN1CCOCC1)NS(=O)(=O)c1cccs1	i	i	43*!	-2&1	13&13	1&-1	2&1	-4&-8	0&6
O=C(Nc1nc(-c2ccccn2)cs1)C12CC3CC(CC(O)(C3)C1)C2	i	i	-3	3	24	-1	-3	-3	1
CN(Cc1ccco1)C(=O)Cn1ncc2c([nH]c3ccccc32)c1=O	i	i	13	-1	6	3	3	-4	-6
CCn1nc(C)c(/C=C/C(=O)Nc2ccc(C)cc2C)c1C	i	i	-3	-2	7	-4	11	-9	1
NC(=O)c1ccccc1NC(=O)Cc1cccs1	i	i	-2	-2	4	5	-3	-7	-2
CN(Cc1c(O)ccc2c1oc(=O)c1ccccc12)C1CCCCC1	i	i	5	-9	-7	-2	8	-9	-7
O=C(CSc1nc(O)cc(=O)n1-c1ccccc1)Nc1ccc2c3c(cccc13)CC2	i	i	6	-1	12	0	-5	-11	9
COc1ccc(CNC(=O)CC23CC4CC(CC(C4)C2)C3)cc1OC	i	i	-5	-1	-2	0	1	1	-5
Cc1cccc(NC(=O)CN2C(=O)NC3(CCCCCCC3)C2=O)c1C	i	i	5	2	-18	3	12	-3	2
CS(=O)(=O)N(CC(=O)NCC1CCCO1)c1ccc(F)c(Cl)c1 (stereo not given)	i	i	12	1	-7	-1	1	-10	3
Cc1nnc(NC(=O)C2CCCCC2)s1	i	i	18	-1	-10	5	6	-7	2
Cc1nn(-c2ccccc2)c(C)c1C(=O)Oc1ccccc1	i	i	22	-1	-15	1	-1	14	-2
Cc1ccc(OCC(=O)NCCNC(=O)c2cccnc2)cc1C	i	i	12	-1	4	3	1	-3	-8
NC(=O)C1CCN(CCS(=O)(=O)c2ccc(Cl)cc2)CC1	i	i	-21	-1	2	4	2	-4	-7
Oc1c(Br)cc(/C=N/n2c(-c3ccccc3)n[nH]c2=S)c(O)c1Br	i	i	-5	-3	12	30	1	9	0
Fc1ccc(-c2csc3ncnc(N4CCc5ccccc5C4)c23)cc1	i	i	3	-1	10	-5	-9	26	7
Cc1ccc(Nc2ncnc3nc[nH]c23)cc1Cl	i	i	1	3	10	-4	2	-94	-2
N/C(CC(=O)Nc1ccc(F)cc1F)=N\OC(=O)c1cccs1	i	i	8	-4	6	3	2	-6	-2
CN=C(Cc1ccccc1)C1=C(O)CC(C)(C)CC1=O	i	i	3	2	13	-7	2	-10	0
CCn1c(SCC(=O)N2CCc3ccccc32)nnc1-c1ccco1	i	i	-10	-1	-9	0	1	-6	2

2 compounds from above, showing only Rpn11 inh.
molecule,Rpn11 inh
N/C(CC(=O)Nc1ccc(F)cc1F)=N\OC(=O)c1cccs1,i
CN=C(Cc1ccccc1)C1=C(O)CC(C)(C)CC1=O,i

Going on with the list.
SMILES	Rpn11 inh	Neddylation inh	SKN-1 inh	Rin1 Abl inh	MLLE-PAM2 inh	CSN inh	MT1-MMP act inh	FAS-TE inh	NadD block
CCCCC[C@@H]1C=C(C(=O)O)[C@H](c2cccc(C)c2)N1S(=O)(=O)c1ccc(C)cc1	i	i	-4	2	4	3	2	4	-2
CCN(CC)C(=O)[C@H]1C[C@H](CC(=O)NCc2ccco2)C(=O)N2CCc3c([nH]c4cc(CCC(=O)N(C)C)ccc34)[C@]12C	i	i	12	2	-2	1	1	-9	-1
CCCc1ccc(OCC(O)CN2CCCC2)cc1 (stereo not given)	i	i	1	-1	15	0	-1	-4	-3
COc1ccccc1NS(=O)(=O)c1cccc(C(=O)NN=C2CCCC2)c1	i	i	-2	2	-7	-10	0	-3	-3
COc1ccc(NC(=O)C/C(C)=N/NC(=O)c2cnccn2)cc1	i	i	3	-5	7	2	-2	-5	5
Cc1ccc(N2CCN(S(=O)(=O)c3ccc(-n4cnnn4)cc3)CC2)c(C)c1	i	i	0	-3	5	1	4	4	2
CCNC(=O)C1(C)CCCN(C(=O)c2ccc(C(F)(F)F)nc2C)C1 (stereo not given)	i	i	10	-2	0	0	-4	-5	4
COc1ccc(CCNC(=O)C2CC(c3ccc(C(F)(F)F)cc3)=NO2)cc1 (stereo not given)	i	i	4	-1	-2	-1	5	-2	-9
Cc1cc2oc(C(=O)NCc3ccc4c(c3)OCO4)c(C)c2cc1C	i	i	2	0	3	3	4	19	1
CCn1c(SCC(=O)N/N=C/C=C\c2ccco2)nc2ccccc21	i	i	10	1	-16	21	-4	6	13
COc1ccc(N2CCN(C(=O)COC(=O)Cc3c(F)cccc3Cl)CC2)cc1	i	i	8	-1	-3	-4	5	-2	-4
CC1Sc2ccc(S(=O)(=O)NCCc3ccccc3)cc2NC1=O (stereo not given)	i	i	17	-2	10	-5	0	16	-6
Cn1cc([N+](=O)[O-])c(C(=O)N/N=C/c2ccncc2)n1	i	i	7	2	5	3	0	-4	-1
Cc1c([N+](=O)[O-])cc(C(=O)N2CCOCC2)cc1[N+](=O)[O-]	i	i	9	-2	6	4	-1	-13	2
COc1cccc(CNC(=O)CSc2nnc3c(n2)[nH]c2ccc(OC)cc23)c1	i	i	7	0	-7	0	2	-2	2
CC[C@]12C(=O)N(C)C[C@H]([C@@H]3C(=O)N(C)C(=O)[C@@H]31)N2C(=O)c1ccc(Cl)cc1	i	i	3	0	6	-6	0	-8	-5
CCOC(=O)CCNC(=O)c1ccccc1Br	i	i	-37	1	-4	-1	-4	-5	-1
CCN1CCN(CCC(=O)Nc2ccccc2C)CC1	i	i	4	3	-5	-6	-2	-8	-1
Cc1sc2nc(SCC(=O)N(CCO)CCO)n(C3CCCCC3)c(=O)c2c1C	i	i	7	-2	16	3	18	-2	0
CC(C)Cc1ccc(C#N)c(SCC(N)=O)n1	i	i	-3	-1	-6	-4	2	-5	0
CC(C)NS(=O)(=O)c1ccc(Br)c(C(=O)OC(C)C(=O)NC2CCCCC2C)c1 (stereo not given)	i	i	-5	3	5	-1	5	5	-3
CC(=O)c1ccc(-c2cnc3c(NC=O)cc(-c4ccc(C(=O)N5CCOCC5)cc4)cn23)cc1	i	i	8	-6	-39	0	-12	0	5
CSc1ccc(OC2(C)CCN(Cc3ccc(OC(C)C)cc3)C2)cc1 (stereo not given)	i	i	2	-3	-3	2	3	16	0
C[C@H](NC(=O)N1CCn2c1nc1ccccc12)C(=O)NC1CC1	i	i	1	0	3	-3	-1	-10	-2

Part of the list above in another layout:
Molecule,Rpn11 inh,Neddylation inh,SKN-1 inh,Rin1 Abl inh,MLLE-PAM2 inh,CSN inh,MT1-MMP act inh,FAS-TE inh,NadD block
CC(C)NS(=O)(=O)c1ccc(Br)c(C(=O)OC(C)C(=O)NC2CCCCC2C)c1 (stereo not given),i,i,-5,3,5,-1,5,5,-3
CC(=O)c1ccc(-c2cnc3c(NC=O)cc(-c4ccc(C(=O)N5CCOCC5)cc4)cn23)cc1,i,i,8,-6,-39,0,-12,0,5
CSc1ccc(OC2(C)CCN(Cc3ccc(OC(C)C)cc3)C2)cc1 (stereo not given),i,i,2,-3,-3,2,3,16,0
C[C@H](NC(=O)N1CCn2c1nc1ccccc12)C(=O)NC1CC1,i,i,1,0,3,-3,-1,-10,-2

Remaining list, next part.
SMILES	Rpn11 inh	Neddylation inh	SKN-1 inh	Rin1 Abl inh	MLLE-PAM2 inh	CSN inh	MT1-MMP act inh	FAS-TE inh	NadD block
O=P(O)(O)COc1ccccc1P(=O)(c1ccccc1)c1ccccc1	i	i	4	-1	-8	0	2	-3	5
COc1ccc(NC(=O)CCS(=O)(=O)c2ccc(OC)cc2)cc1	i	i	-6	1	-8	-1	-4	-1	-2
CCc1cc(=O)oc2c3c(cc(OCC(=O)NCCCC(=O)O)c12)OC(C)(C)CC3	i	/	16	2	-4	-4	3	-5	0
O=C(COC(=O)CCSc1ccccc1Cl)NCc1ccco1	i	i	3	3	-5	2	2	-2	-5
Nc1c(C(=O)Nc2ccccc2)nnn1-c1ccc2c(c1)OCCO2	i	i	-3	3	-6	1	2	4	-8
CC1CCCCC1NC(=O)CCS(=O)(=O)c1cccc2nonc12 (stereo not given)	i	i	-11	0	-7	1	4	-2	-5
O=C(c1cccc(C(F)(F)F)c1)N1CCC(O)(CS(=O)(=O)Cc2ccc(Cl)cc2)CC1	i	i	-5	-1	-1	-4	7	-5	-1
CCCOc1ccc(C(=O)CCC(=O)NNC(=O)Cn2nc(C)cc2C)cc1	i	i	-11	1	13	-2	3	-7	-2
Cc1cccn2c(=O)c(/C=C(\C#N)C(=O)NCc3ccco3)c(N3CCCCCC3)nc12	i	i	-5	-1	-11	107	-2	53*	-1
CC1(C)CC(=O)C=C(Nc2ccc(F)c(Cl)c2)C1	i	i	-15	1	6	0	1	-4	-1
Clc1ccc(SCCOCCN2CCc3ccccc3C2)cc1	i	i	7	1	6	3	-4	13	1
O=c1cc(NCc2ccc3c(c2)OCO3)[nH]c(=O)n1-c1ccc(Cl)cc1	i	i	2	0	8	5	-5	-4	7
COc1cccc(NC(=O)c2ccc3c(c2)N(CC(=O)N2CCCCC2)C(=O)C(C)(C)O3)c1	i	i	-5	1	6	2	5	3	-1
O=C(CSc1nnc2ccc(-c3ccccn3)nn12)N1CCCC1	i	i	3	-5	13	-2	0	-6	4
CCOC(=O)CNC(=S)N(Cc1cccs1)C1CCCC1	i	i	-5	-1	-148	2	0	3	-6
